IkB signaling – suppresses IkB signaling in ABC-DLBCL reporter cells. ABC-DLBCL IkBa-CBG/CBR dual luciferase ratio, 4 h; response scale: scaled: untreated 0%, proteasome inhibitor 100%. Potency, µM (top dose mostly 57.1 µM), without a hit: at the highest dose IkBa stabilization activation. 0.04% of 110,000 active. AID 445; active = well fitted curve in the direction sought with a large enough effect in the signal ratio, not every such curve was filed as active; inconclusive = small, poorly fitted or top-dose-only effect, or a change in a side signal; the % refers to the signal ratio;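 note: the direction sought is a rising ratio; 0% = basal untreated cells and 100% = reference inhibitor full response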
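Curves were fitted separately to fusion (green), unfused (red) and ratio luminescence, then classed by r2, magnitude and activity. Cells: OCI-Ly3, 4 h compound plus doxycycline at 37C; 10 uM MG-132 defined full response.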
p53ts 32C tox – cytotoxicity in p53ts cells at permissive temperature; Potency, µM (titrated, usually from 46.1 µM), for inactives: at the top dose activity change, negative = cytotoxicity, actives largely listed as cytotoxic; H1299-p53A138V at 32C, ATP luminescence viability, 24 h; 0.93% of 130,000 active;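 note: 0% = DMSO and -100% = full killing by reference compound; nearly all actives have a fitted effect of over 55% in size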
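Viability by ATPlite luminescence after 24 h compound treatment (up to 46 uM) at the permissive 32C. Cells are H1299 carrying p53 A138V. Scale runs from DMSO basal to 100 uM tamoxifen as full kill; AC50 from Hill fits.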
Imprint erasure – genomic imprint erasure induction. AID 1948. Potency, µM (series often up to 60.7 µM), inactives show top-dose activity change, positive = activation, hits mostly activators. 0.02% of 110,000 active. mouse ES Peg3-LacZ reporter, beta-gal luminescence, 40 h;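 note: 0% = negative control wells on the plate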
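Imprint erasure is scored as LacZ activity from the silenced maternal Peg3 allele in feeder-free female ES cells cultured 40 h with LIF. Luminescence is normalized to in-plate negative controls and fitted to the Hill equation.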
p53ts 39C kill – kills p53ts cells at the nonpermissive temperature | H1299-p53A138V viability at 39C, ATP luminescence, 24 h | Potency, µM (doses to about 46.1 µM), for inactives: at the highest dose activity change, negative = cell killing, hits mostly cytotoxic | 1.5% of 130,000 active | AID 902; note: nearly all actives have a fitted effect of over 55% in size
* hit, by the source's call; u = inconclusive; x = no result given; [ ] = another dose, or the depositor's remark. Unless noted, calls come from the whole dose curve; as a rule, active = well fitted curve in the direction sought with a large enough effect; inconclusive = small, poorly fitted or top-dose-only effect, or another doubt; inactive = no such curve, though single readings can be large; an effect the other way counts as inactive or inconclusive. Unless noted, % is set by controls: 0 for no effect and ±100 for the full control effect; potency is the fitted concentration of half-maximal effect.

SMILES	IkB signaling	p53ts 32C tox	Imprint erasure	p53ts 39C kill
O=C1C2C(C(=O)N1CC1CCCO1)C1C=CC2C12CC2 (stereo unspecified)	0.4%	-6%	-5%	0%
CCCCCC(=O)N(CN1C(=O)CCC1=O)c1ccccc1	0.2%	0%	-2%	6%
CCOc1ccc(NC(=O)Cn2c(=O)cc(C)c3c(C)nn(C)c32)cc1	u	-3%	-15%[10.9 µM]	-22%
CCOC(=O)Cc1c(C)nc2c(-c3ccccc3)c(C)nn2c1C	x	8%	x	9%
COc1cccc(/C=C/c2onc(C)c2S(=O)(=O)N2CCC(C(=O)N3CCCCC3)CC2)c1	-1.9%	19%	-17%[10.9 µM]	-4%
COC(=O)c1c(NC(=O)c2ccccc2N(C)S(=O)(=O)c2ccccc2)sc2c1CCCC2	x	-5%	x	0%
CCOc1ccccc1N(CC(=O)O)S(=O)(=O)c1ccccc1	1.0%	2%	-1%	2%
O=C(CN1CCOCC1)Nc1c2c(nc3ccccc13)N(Cc1ccccc1)CC2	-0.1%	9%	-9%	-5%
Cn1c(CNC(=O)C(C)(C)C)nc2ccccc21	0.1%	3%	-2%	0%
CCOc1nc(NCCN2CCOCC2)nc(NC(C)C)n1	x	2%	x	5%
CCOC(=O)N1CCC(NC(=O)C2=C(C)C(=O)OC23CCC(C)CC3)CC1 (stereo unspecified)	-0.8%	3%	-1%	4%
CCC1CCCCN1S(=O)(=O)c1ccc(NC(=O)c2nc(SC)ncc2Cl)cc1 (stereo unspecified)	-0.6%	-2%	-7%[10.9 µM]	-10%
CCOc1ccc2oc(=O)cc(CN3CCN(c4ccccc4OC)CC3)c2c1	u	13%	-13%[10.9 µM]	-5%
CCCCC(=O)OCC(=O)c1ccc(OCC)cc1	x	-8%	x	-7%
Cc1cccc(NC(=O)Cn2cnc3c(cnn3-c3ccc(F)cc3)c2=O)c1C	-0.4%	2%	-20%	2%
CS(=O)(=O)Nc1ccc(C(=O)NCC2CCCO2)cc1 (stereo unspecified)	0.4%	0%	-4%	0%
COCCn1c(N2CCN(c3ccc(OC)cc3)CC2)nc2c1c(=O)n(C)c(=O)n2C	4.7%	1%	4%	8%
O=C(CSc1nc(-c2ccncc2)nn1CC(=O)N1CCCCC1)NC1CCCC1	1.2%	-1%	u	-5%
O=S(=O)(c1cc(Cl)ccc1Cl)N1CCCCC1	0.3%	-2%	-8%	1%
O=C(O)C1C2C=CC(C2)C1C(=O)NC1CCS(=O)(=O)C1 (stereo unspecified)	1.0%	3%	2%	9%
C[C@@H](C(=O)NCCc1c[nH]c2ccccc12)[C@@H]1C[C@@]1(C)[C@@H](NC(=O)OCc1ccccc1)c1ccccc1	x	15%	-13%	9%
Cc1ccc(-c2nc3scc(CCNS(=O)(=O)c4ccc(C)c(C)c4)n3n2)cc1	2.3%	0%	-6%[10.9 µM]	-24%
COc1ccc(N2CCN(c3nc(NC(C)(C)C)nc(N4CCCCC4)n3)CC2)cc1	-0.4%	-1%	-34%[inhibitor]	-9%
O=C(Nc1ccc(F)cc1)c1oc2ccccc2c1NC(=O)C12CC3CC(CC(C3)C1)C2	1.9%	6%	-13%[10.9 µM]	2%
CCOc1cc(C#N)c(NC(=O)CSc2nnnn2-c2ccc(OC)cc2)cc1OCC	-1.3%	13%	-2%	3%
O=C(NCc1ccco1)c1cc(S(=O)(=O)N2CCOCC2)c(Cl)cc1Cl	u	-9%	-8%	9%
CCOC(=O)c1cc2sccc2n1CC(=O)c1ccc2c(c1)OCCO2	0.4%	2%	-15%	-11%
NC(=O)c1cc(S(=O)(=O)NCC2CCC(C(=O)Nc3cccc(Cl)c3)CC2)cs1 (stereo unspecified)	-1.0%	1%	-6%[10.9 µM]	-9%
COc1ccc2c(c1)c(N1CCCC1=O)c(C(=O)Nc1ccc(OC)c(Cl)c1)n2C	u	-1%	15%[10.9 µM]	1%
Cc1ccc(N2C(=O)CS(=O)(=O)C23C(=O)N(Cc2ccc(Cl)cc2)c2ccccc23)cc1C (stereo unspecified)	u	14%	u	13%
CCOc1ccccc1C1C(C(=O)OC)=C(N)OC2=C1C(=O)CCC2 (stereo unspecified)	0.8%	-5%	12%	18%
O=C(c1cccc(Cl)c1)N1c2nc(-c3ccco3)nn2C2(CCCCC2)[C@@H]2CCCC[C@@H]21	u	5%	-10%[10.9 µM]	7%
O=C(C[n+]1cccc(CNC(=O)c2ccc(OC(F)F)cc2)c1)Nc1ccccc1Cl	x	4%	x	-10%
COC(=O)c1ccccc1NC(=O)c1sc2nc(C)cc(C)c2c1NC(=O)c1ccccc1OC	-1.4%	9%	-5%[10.9 µM]	28%
CC(C)CCN1CC(C(=O)NCc2ccc(F)cc2)CC1=O (stereo unspecified)	1.2%	-11%	0%	-2%
CCc1cccc(NC(=O)CCn2nc(C)cc2C)c1	-1.9%	-5%	2%[10.9 µM]	-10%
CCCNC(=O)C(CC)NS(=O)(=O)c1ccc(OC)cc1 (stereo unspecified)	x	9%	x	-16%
Cc1cccc(CNc2ncnc3ccc(-c4ccccc4CN(C)C)cc23)c1	-0.3%[11.4 µM]	-22%	-12%	-25%
Cc1cc(C)n(C(C)CC(=O)NCc2ccccc2C)n1 (stereo unspecified)	0.8%	5%	-18%[10.9 µM]	13%
CC(=O)Nc1ccc(S(=O)(=O)N2CCSC2c2ccc(Cl)cc2)cc1 (stereo unspecified)	u	-7%	-9%	-10%
Cc1cc(=O)[nH]c(S/C=C/c2ccccc2)n1	u	6.3µM*	-85%[inhibitor]	5µM*
CCc1cc(C(=O)N2CCOCC2)c(NC2=NS(=O)(=O)c3ccccc32)s1	3.5%	2%	6%	8%
CC1(C)CO[C@H](CC(=O)O)CN1	0.6%	-2%	-13%	-13%
COc1ccc(N2CCN(C(=O)c3ccc(NS(=O)(=O)c4ccccc4)cc3)CC2)cc1	2.3%	8%	-21%	-1%
CN(C)C(=O)c1ccc(-c2nc(Nc3ccc(F)cc3)c3ccccc3n2)cc1	-6.9%[11.4 µM]	u	-21%	u
COc1ccc(-c2cn3c(n2)CCC3)cc1	0.0%	-25%	-78%[inhibitor]	-27%
COc1cccc(CNC(=O)c2c(C)oc3nc(C)nc(N4CCOCC4)c23)c1	u	-1%	-9%[10.9 µM]	-3%
COc1cc(OC)cc(C(=O)NCc2n[nH]c(=S)n2-c2ccccc2)c1	-1.5%	3%	-2%	15%
CCOC(=O)N1CCN(C(=O)CN(Cc2ccccc2)S(C)(=O)=O)CC1	-1.9%	13%	-2%	10%
O=C(O)C1CC(=O)N(C2CCCCCC2)C1 (stereo unspecified)	1.6%	2%	u	3%
COc1ccc(-c2nnn(CC(=O)N(CC(=O)NCCC(C)C)c3ccccc3)n2)cc1OC	0.2%	6%	-11%	-1%
Cc1nnc(SCC(=O)c2ccc(S(=O)(=O)N3CCOCC3)cc2)n1-c1ccccc1	-0.5%	2%	-8%	0%
COc1ccccc1CNc1ccnc(-c2c(C)noc2C)n1	5.6%[11.4 µM]	-5%	-17%	1%
COc1cc(OC)cc(-c2nc3nc(C)c(CCC(=O)Nc4ccc(C)cc4C)c(C)n3n2)c1	u	3%	5%[10.9 µM]	-13%
COc1cccc(NC(=O)COc2ccc(S(=O)(=O)NC(C)C)cc2)c1	x	8%	x	-1%
NC(Cc1ccccc1)=NCC(=O)O	-0.5%[11.4 µM]	0%[9.22 µM]	-11%[10.9 µM]	-1%[9.22 µM]
O=c1c(-c2cccs2)nc2cnc(N3CCOCC3)nc2n1CCc1ccccc1	1.1%[11.4 µM]	-2%	0%	0%
COc1cccc2cc(C(=O)Nc3cccnc3N3CCOCC3)c(=O)oc12	-0.5%	8%	4%	7%
Cc1ccc(NC(=O)C2CCCO2)cc1[N+](=O)[O-] (stereo unspecified)	x	-25%	x	9%
O=C(O)c1cc2cc(Cl)cc(Cl)c2oc1=O	6.2%	5%	-3%	10%
Further records follow.
SMILES	IkB signaling	p53ts 32C tox	Imprint erasure	p53ts 39C kill
Cc1ccc(C(=O)O)cc1	-1.6%	-2%[1.84 µM]	-3%	4%
COc1ccccc1N1CCN(C(CNS(=O)(=O)c2cc(F)ccc2F)c2cccnc2)CC1 (stereo unspecified)	3.2%	-5%	-17%	-9%
Cn1c(=O)n(C)c2cc(N3CCCCC3)c(NC(=O)c3ccc(C(C)(C)C)cc3)cc21	-0.2%	7%	-3%[10.9 µM]	10%
Cc1ccc(F)cc1NC(=O)CCSc1nc(-c2ccco2)cc(C(F)(F)F)n1	5.2%	-7%	5%[10.9 µM]	-3%
CCCCCn1c(CCCNC(=O)c2cccc(C)c2)nc2ccccc21	u	u	-9%[10.9 µM]	u
CCn1c2c(c(=O)n3ncc(C(=O)Nc4cc(Cl)ccc4OC)c13)CN(Cc1ccc(OC)cc1)CC2	u	-9%	7%[10.9 µM]	-13%
COc1ccc(Cn2nnnc2C(c2ccc(C)cc2)N2CCN(C3CCCC3)CC2)cc1 (stereo unspecified)	0.4%	-3%	-9%	-8%

An excerpt of these results, as labelled records.
canonical_smiles: Cc1ccc(F)cc1NC(=O)CCSc1nc(-c2ccco2)cc(C(F)(F)F)n1
  IkB signaling: 5.2%
  p53ts 32C tox: -7%
  Imprint erasure: 5%[10.9 µM]
  p53ts 39C kill: -3%

canonical_smiles: CCCCCn1c(CCCNC(=O)c2cccc(C)c2)nc2ccccc21
  IkB signaling: u
  p53ts 32C tox: u
  Imprint erasure: -9%[10.9 µM]
  p53ts 39C kill: u

Not a retest: an excerpt of the list.
SMILES	IkB signaling	p53ts 32C tox	Imprint erasure	p53ts 39C kill
CCOC(=O)N1CCN(C(=O)CN(Cc2ccccc2)S(C)(=O)=O)CC1	-1.9%	13%	-2%	10%
O=C(O)C1CC(=O)N(C2CCCCCC2)C1 (stereo unspecified)	1.6%	2%	u	3%
COc1ccc(-c2nnn(CC(=O)N(CC(=O)NCCC(C)C)c3ccccc3)n2)cc1OC	0.2%	6%	-11%	-1%
Cc1nnc(SCC(=O)c2ccc(S(=O)(=O)N3CCOCC3)cc2)n1-c1ccccc1	-0.5%	2%	-8%	0%
COc1ccccc1CNc1ccnc(-c2c(C)noc2C)n1	5.6%[11.4 µM]	-5%	-17%	1%
COc1cc(OC)cc(-c2nc3nc(C)c(CCC(=O)Nc4ccc(C)cc4C)c(C)n3n2)c1	u	3%	5%[10.9 µM]	-13%
COc1cccc(NC(=O)COc2ccc(S(=O)(=O)NC(C)C)cc2)c1	x	8%	x	-1%
NC(Cc1ccccc1)=NCC(=O)O	-0.5%[11.4 µM]	0%[9.22 µM]	-11%[10.9 µM]	-1%[9.22 µM]
O=c1c(-c2cccs2)nc2cnc(N3CCOCC3)nc2n1CCc1ccccc1	1.1%[11.4 µM]	-2%	0%	0%
COc1cccc2cc(C(=O)Nc3cccnc3N3CCOCC3)c(=O)oc12	-0.5%	8%	4%	7%
Cc1ccc(NC(=O)C2CCCO2)cc1[N+](=O)[O-] (stereo unspecified)	x	-25%	x	9%
O=C(O)c1cc2cc(Cl)cc(Cl)c2oc1=O	6.2%	5%	-3%	10%
Cc1ccc(C(=O)O)cc1	-1.6%	-2%[1.84 µM]	-3%	4%
COc1ccccc1N1CCN(C(CNS(=O)(=O)c2cc(F)ccc2F)c2cccnc2)CC1 (stereo unspecified)	3.2%	-5%	-17%	-9%
Cn1c(=O)n(C)c2cc(N3CCCCC3)c(NC(=O)c3ccc(C(C)(C)C)cc3)cc21	-0.2%	7%	-3%[10.9 µM]	10%
Cc1ccc(F)cc1NC(=O)CCSc1nc(-c2ccco2)cc(C(F)(F)F)n1	5.2%	-7%	5%[10.9 µM]	-3%
CCCCCn1c(CCCNC(=O)c2cccc(C)c2)nc2ccccc21	u	u	-9%[10.9 µM]	u
CCn1c2c(c(=O)n3ncc(C(=O)Nc4cc(Cl)ccc4OC)c13)CN(Cc1ccc(OC)cc1)CC2	u	-9%	7%[10.9 µM]	-13%
COc1ccc(Cn2nnnc2C(c2ccc(C)cc2)N2CCN(C3CCCC3)CC2)cc1 (stereo unspecified)	0.4%	-3%	-9%	-8%
